BoNT F protease = blocks Botulinum neurotoxin F light chain protease | inhibition, % at 10 µM | 360,000 tested, 0.22% active | Multiplex microsphere protease cleavage assay, flow cytometry; in the data active = inhibition above about 35%, passing the limit was not always enough; inconclusive = no clear call, values can overlap the other calls; note: plate controls were buffer without enzyme for full effect and enzyme alone for no effect
PrPC TRFRET = inhibitors of human cell surface prion protein PrPC. P04156. TR-FRET read-out. inhibition, % at 13.8 µM. 370,000 tested, 0.43% active. AID 720596; in the data active = inhibition above about 24%; note: 0% = median of the test wells and 100% = reference compound wells
DUSP3 inh = blocks human VHR1 dual specificity phosphatase. recombinant VHR phosphatase, pNPP absorbance. inhibition, % at 13.3 µM. AID 1654. 290,000 tested, 0.52% active. P51452; in the data active = inhibition above about 50%; note: some compounds called inactive have numbers as strong as hits
Target sequence (P51452 whole entry, looked up): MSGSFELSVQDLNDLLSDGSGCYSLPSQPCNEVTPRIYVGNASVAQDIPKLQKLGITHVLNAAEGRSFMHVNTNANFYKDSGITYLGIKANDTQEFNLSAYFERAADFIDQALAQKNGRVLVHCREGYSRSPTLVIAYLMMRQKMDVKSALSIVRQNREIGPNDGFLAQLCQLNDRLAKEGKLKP
CCHF vOTU inh = CCHFV vOTU protease inhibition; Pep-AMC fluorescence; inhibition, % at 11.5 µM; 370,000 tested, 0.55% active; in the data active = inhibition above about 30%; note: 0% = vehicle wells with enzyme and 100% = no enzyme wells
SSB-PriA inh = inhibitors of Klebsiella pneumoniae PriA binding to SSB C-terminal tail. AlphaScreen SSBct-PriA binding, biotinylated peptide. inhibition, % at 33 µM. 430,000 tested, 0.6% active; in the data active = inhibition mostly above about 37%, no sharp cut-off; inactive = mostly below about 20%;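 note: plate controls were negative control peptide for no effect and reference peptide for full effect; strong numbers were not always called active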
SARS 3CLpro inh = SARS-CoV 3CLpro protease inhibition; P0C6X7; recombinant SARS-CoV 3CLpro, quenched FRET peptide cleavage; inhibition, % at 6 µM; 290,000 tested, 0.14% active; AID 1706; in the data active = inhibition above about 12%
BoNT A protease = blocks Botulinum neurotoxin A light chain protease; multiplex microsphere protease substrate cleavage, flow cytometry; inhibition, % at 10 µM; 360,000 tested, 0.17% active; note: plate controls were buffer without enzyme for full effect and enzyme alone for no effect
MazF activator = increases E. coli MazEF RNase cleavage of RNA; P0AE70; FAM/BHQ RNA-DNA oligo cleavage fluorescence, 5 h; activation, % at 20 µM; 350,000 tested, 0.32% active; AID 504720; in the data active = activation above about 50%
Target sequence (P0AE70 whole entry, looked up): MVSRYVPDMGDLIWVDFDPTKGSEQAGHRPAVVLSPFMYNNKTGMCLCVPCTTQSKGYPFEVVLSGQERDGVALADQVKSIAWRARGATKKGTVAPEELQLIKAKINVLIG
Rv3671c inh = inhibitors of M. tuberculosis serine protease Rv3671c; P9WHR9; inhibition, % at 5.96 µM; 320,000 tested, 0.048% active; AID 2606; in the data active = inhibition above about 38%;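 note: extracellular domain of Rv3671c used as enzyme; 0% = enzyme with DMSO and 100% = no enzyme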
Anthrax LF inh2 = anthrax lethal factor protease inhibition | P15917 | multiplex microsphere protease cleavage assay, LF | inhibition, % at 10 µM | 360,000 tested, 0.12% active | AID 588501; note: plate controls were buffer without enzyme for full effect and enzyme alone for no effect
Target sequence (P15917 whole entry, looked up): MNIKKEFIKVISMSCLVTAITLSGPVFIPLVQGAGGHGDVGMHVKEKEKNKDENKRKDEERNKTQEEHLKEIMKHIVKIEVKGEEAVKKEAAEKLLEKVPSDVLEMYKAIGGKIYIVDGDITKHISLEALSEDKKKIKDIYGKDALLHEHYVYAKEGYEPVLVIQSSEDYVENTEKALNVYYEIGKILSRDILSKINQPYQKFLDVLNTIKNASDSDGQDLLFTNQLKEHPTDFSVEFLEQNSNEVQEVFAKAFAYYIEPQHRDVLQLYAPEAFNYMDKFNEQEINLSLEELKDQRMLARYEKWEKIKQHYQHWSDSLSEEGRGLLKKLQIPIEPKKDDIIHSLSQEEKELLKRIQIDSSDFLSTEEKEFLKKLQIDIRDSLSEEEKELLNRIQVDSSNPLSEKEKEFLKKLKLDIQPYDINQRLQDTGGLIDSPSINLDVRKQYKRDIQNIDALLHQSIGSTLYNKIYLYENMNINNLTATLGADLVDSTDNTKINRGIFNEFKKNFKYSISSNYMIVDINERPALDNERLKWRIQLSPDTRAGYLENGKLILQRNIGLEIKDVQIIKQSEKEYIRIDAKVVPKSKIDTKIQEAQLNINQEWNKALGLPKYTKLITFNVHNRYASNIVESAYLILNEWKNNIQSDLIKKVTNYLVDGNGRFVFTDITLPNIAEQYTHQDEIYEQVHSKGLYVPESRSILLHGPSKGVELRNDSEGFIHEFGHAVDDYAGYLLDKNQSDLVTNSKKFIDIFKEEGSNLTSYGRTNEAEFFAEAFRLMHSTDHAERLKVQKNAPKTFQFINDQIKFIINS
An asterisk follows results filed as active. Cut-off read from the data, not from the text of the source, unless noted: active = inhibition above about 30%; inconclusive = no clear call, values can overlap the other calls; inactive = below that. This is a subset; the hit share may differ from the screen's.

Screening CC(=O)Nc1c(NCC(C)C)c2ccccc2oc1=O returned BoNT F protease -4, PrPC TRFRET 1, DUSP3 inh -11, CCHF vOTU inh 19, SSB-PriA inh -11, SARS 3CLpro inh -5, BoNT A protease -0.1, MazF activator -10, Rv3671c inh 1 and Anthrax LF inh2 7.
COc1cc(NC(=S)N2CCCC(C)C2)c(OC)cc1Cl (centres undefined) was read as BoNT F protease 2, PrPC TRFRET 6, DUSP3 inh 11, CCHF vOTU inh 7, SSB-PriA inh -7, SARS 3CLpro inh 0, BoNT A protease 0.6, MazF activator 3, Rv3671c inh 7 and Anthrax LF inh2 -1.
Screening Cc1ccccc1C(=O)N/N=C/c1ccncc1 returned BoNT F protease -1, PrPC TRFRET -5, DUSP3 inh 11, CCHF vOTU inh 6, SARS 3CLpro inh -2, BoNT A protease inconclusive, MazF activator -7, Rv3671c inh -7 and Anthrax LF inh2 -2.
`COc1ccc(NC(=O)c2ccc(COc3ccccc3OC)o2)cc1OC` gave BoNT F protease -1, PrPC TRFRET 10, DUSP3 inh -11, CCHF vOTU inh 11, SSB-PriA inh -14, SARS 3CLpro inh 6, BoNT A protease 0.9, MazF activator -12, Rv3671c inh 2 and Anthrax LF inh2 -2.
For Cc1ccccc1S(=O)(=O)NC1OC(=O)C(Cl)=C1Cl (centres undefined) the results were BoNT F protease -1, PrPC TRFRET 1, DUSP3 inh 27, CCHF vOTU inh 10, SSB-PriA inh 4, SARS 3CLpro inh 5, BoNT A protease -0.4, MazF activator 6, Rv3671c inh -1 and Anthrax LF inh2 -3.
Screening Cc1nc([N+](=O)[O-])c(NCCO)n1Cc1ccccc1 returned BoNT F protease 4, PrPC TRFRET 2, DUSP3 inh 12, CCHF vOTU inh 15, SSB-PriA inh 0, SARS 3CLpro inh 4, BoNT A protease -1.5, MazF activator 0, Rv3671c inh 7 and Anthrax LF inh2 -1.
For O=C(CCC(NC(=O)OCc1ccccc1)C(=O)O)OCc1ccccc1 (centres undefined) the results were BoNT F protease 6, PrPC TRFRET 5, DUSP3 inh -9, CCHF vOTU inh -8, SSB-PriA inh -16, SARS 3CLpro inh 2, BoNT A protease 3.4, MazF activator 3, Rv3671c inh 2 and Anthrax LF inh2 -11.
O=C(CSc1nc(-c2ccc(F)cc2)cs1)NC(=O)NCc1ccco1 was read as BoNT F protease -8, PrPC TRFRET 0, DUSP3 inh 19, CCHF vOTU inh -15, SSB-PriA inh -10, SARS 3CLpro inh -4, BoNT A protease -1.3, MazF activator -3, Rv3671c inh -12 and Anthrax LF inh2 -4.
For Cc1ccc(C(=O)NNC2CC(=O)N(c3ccc4c(c3)OCCO4)C2=O)cc1 (centres undefined) the results were BoNT F protease -8, PrPC TRFRET -3, DUSP3 inh -18, CCHF vOTU inh 2, SSB-PriA inh -12, SARS 3CLpro inh 4, BoNT A protease -0.9, MazF activator -7, Rv3671c inh 2 and Anthrax LF inh2 2.
CCC(=O)Nc1ccc(N2CCN(CC)CC2)c(Cl)c1 was read as BoNT F protease 8, PrPC TRFRET -5, DUSP3 inh 19, CCHF vOTU inh -18, SSB-PriA inh 3, SARS 3CLpro inh -6, BoNT A protease -1.2, MazF activator 9, Rv3671c inh 0 and Anthrax LF inh2 -6.
For CC1CN=C(N(C(=S)Nc2ccccc2)c2cccc(C(F)(F)F)c2)S1 (centres undefined) the results were PrPC TRFRET 6, DUSP3 inh 2, CCHF vOTU inh 1, SSB-PriA inh -10, SARS 3CLpro inh 4, MazF activator -6 and Rv3671c inh 3.
`CC(NS(=O)(=O)c1ccc2[nH]c(=O)c(=O)[nH]c2c1)C(=O)O` (centres undefined) gave BoNT F protease -3, PrPC TRFRET -3, DUSP3 inh -5, CCHF vOTU inh 6, SSB-PriA inh -14, SARS 3CLpro inh 0, BoNT A protease -1.2, MazF activator 2, Rv3671c inh 0 and Anthrax LF inh2 -3.

Reprinted from the part before: three compounds, followed by the next part.
CCC(=O)Nc1ccc(N2CCN(CC)CC2)c(Cl)c1 was read as BoNT F protease 8, PrPC TRFRET -5, DUSP3 inh 19, CCHF vOTU inh -18, SSB-PriA inh 3, SARS 3CLpro inh -6, BoNT A protease -1.2, MazF activator 9, Rv3671c inh 0 and Anthrax LF inh2 -6.
For CC1CN=C(N(C(=S)Nc2ccccc2)c2cccc(C(F)(F)F)c2)S1 (centres undefined) the results were PrPC TRFRET 6, DUSP3 inh 2, CCHF vOTU inh 1, SSB-PriA inh -10, SARS 3CLpro inh 4, MazF activator -6 and Rv3671c inh 3.
`CC(NS(=O)(=O)c1ccc2[nH]c(=O)c(=O)[nH]c2c1)C(=O)O` (centres undefined) gave BoNT F protease -3, PrPC TRFRET -3, DUSP3 inh -5, CCHF vOTU inh 6, SSB-PriA inh -14, SARS 3CLpro inh 0, BoNT A protease -1.2, MazF activator 2, Rv3671c inh 0 and Anthrax LF inh2 -3.
`O=C(CSc1nnc(SCc2ccc(F)cc2)s1)Nc1ccc(C(=O)O)cc1` gave BoNT F protease 2, PrPC TRFRET -1, DUSP3 inh 19, CCHF vOTU inh -5, SSB-PriA inh -24, SARS 3CLpro inh 1, BoNT A protease 0.2, MazF activator -4, Rv3671c inh -9 and Anthrax LF inh2 -8.
For CCn1cc(C(=O)N2CCCC(N3CCN(c4ccccc4C)CC3)C2)cn1 (centres undefined) the results were BoNT F protease -10, PrPC TRFRET -2, DUSP3 inh 32, CCHF vOTU inh -8, SSB-PriA inh 0, SARS 3CLpro inh 0, BoNT A protease -2.3, MazF activator 5, Rv3671c inh -14 and Anthrax LF inh2 -2.
For Cc1cc2oc(=O)cc(CN3CCCC3)c2cc1C the results were BoNT F protease -3, PrPC TRFRET -6, CCHF vOTU inh -10, BoNT A protease 0.1 and Anthrax LF inh2 -1.
Screening CC[C@]12c3[nH]c4cc(CCC(=O)N(C)C)ccc4c3CCN1C(=O)[C@@H](CC(=O)NCCc1ccccn1)C[C@@H]2C(=O)N1CCN(C(=O)C2CC2)CC1 returned BoNT F protease -2, PrPC TRFRET -5, CCHF vOTU inh -6, SSB-PriA inh 1, BoNT A protease -0.1, MazF activator 8 and Anthrax LF inh2 -1.
Screening O=C(c1ccccc1-c1nc(-c2ccccc2)no1)N1CCCC1 returned BoNT F protease -12, PrPC TRFRET 0, DUSP3 inh -9, CCHF vOTU inh 5, SSB-PriA inh -4, SARS 3CLpro inh 4, BoNT A protease -1.2, MazF activator 4, Rv3671c inh -5 and Anthrax LF inh2 -3.
Cc1cccc(N(C)c2cc(C)nc3ncnn23)c1 was read as BoNT F protease -2, PrPC TRFRET 0, DUSP3 inh 4, CCHF vOTU inh 5, SSB-PriA inh 3, SARS 3CLpro inh -5, BoNT A protease -0.6, MazF activator -20, Rv3671c inh 1 and Anthrax LF inh2 -7.
For O=C(c1ccc(Cl)cc1)c1oc2ccccc2c1CS(=O)c1ccc(Cl)cc1 (centres undefined) the results were BoNT F protease 1, PrPC TRFRET -5, DUSP3 inh -1, CCHF vOTU inh 1, SSB-PriA inh 18, SARS 3CLpro inh -4, BoNT A protease inconclusive, MazF activator 5, Rv3671c inh 6 and Anthrax LF inh2 -1.
O=c1onc(-c2ccc(Cl)cc2)n1Cc1ccc(F)cc1 was read as BoNT F protease -1, PrPC TRFRET 5, DUSP3 inh 8, CCHF vOTU inh 2, SSB-PriA inh -39, SARS 3CLpro inh 4, BoNT A protease -0.8, MazF activator 5, Rv3671c inh 12 and Anthrax LF inh2 0.
`CC(=O)Oc1ccc2c(c1)OC(c1ccccc1)CC21CC(C)(C)NC(=O)N1` (centres undefined) gave BoNT F protease 2, PrPC TRFRET 9, DUSP3 inh -6, CCHF vOTU inh -12, SSB-PriA inh -10, SARS 3CLpro inh 0, BoNT A protease -0.4, MazF activator 3, Rv3671c inh 4 and Anthrax LF inh2 1.
O=C(COc1ccc(Cl)cc1Br)N1CCN(c2ccccc2)CC1 was read as BoNT F protease 6, PrPC TRFRET 0, DUSP3 inh 26, CCHF vOTU inh -3, SSB-PriA inh -18, SARS 3CLpro inh -1, BoNT A protease 0.5, MazF activator 8, Rv3671c inh 3 and Anthrax LF inh2 -3.
Screening CN(C)C(=O)Oc1cccc(NC(=O)c2ccccc2C(F)(F)F)c1 returned BoNT F protease inconclusive, PrPC TRFRET 6, DUSP3 inh -7, CCHF vOTU inh 3, SSB-PriA inh 1, SARS 3CLpro inh -2, BoNT A protease -4.1, MazF activator 10, Rv3671c inh -6 and Anthrax LF inh2 -5.
`C[C@]12CC[C@H](O)CC1C(=O)CC1C2CC[C@@]2(C)C1CC[C@@H]2O` (some centres undefined) gave BoNT F protease -10, PrPC TRFRET 2, CCHF vOTU inh 4, SSB-PriA inh -6, BoNT A protease -0.8, MazF activator 7, Rv3671c inh 11 and Anthrax LF inh2 -2.
For O=C(/C=C/c1cccc([N+](=O)[O-])c1)N1CCN(Cc2ccc3c(c2)OCO3)CC1 the results were BoNT F protease -1, PrPC TRFRET -9, DUSP3 inh -2, CCHF vOTU inh -5, SSB-PriA inh -3, SARS 3CLpro inh -1, BoNT A protease -0.2, MazF activator 2, Rv3671c inh 6 and Anthrax LF inh2 -3.
`O=c1[nH]c2ccccc2o1` gave BoNT F protease -3, PrPC TRFRET 4, DUSP3 inh 9, CCHF vOTU inh -5, SSB-PriA inh 6, SARS 3CLpro inh 4, BoNT A protease 0.6, MazF activator 9, Rv3671c inh -9 and Anthrax LF inh2 -9.
For C[C@@H]1C(=O)O[C@@H]2[C@H](O)C34[C@@H]5OC(=O)C3(O[C@H]3OC(=O)[C@H](O)C34[C@H](C(C)(C)C)[C@H]5O)[C@@]12O (some centres undefined) the results were BoNT F protease 2, PrPC TRFRET -1, DUSP3 inh -3, CCHF vOTU inh 0, SSB-PriA inh -8, SARS 3CLpro inh -6, BoNT A protease 0.3, MazF activator 6, Rv3671c inh 3 and Anthrax LF inh2 -2.
For COc1cc(C(=S)N2CCOCC2)cc(OC)c1OS(=O)(=O)c1ccc(C)cc1 the results were BoNT F protease inconclusive, PrPC TRFRET 13, DUSP3 inh 6, CCHF vOTU inh -5, SSB-PriA inh -4, SARS 3CLpro inh -1, BoNT A protease 2.6, MazF activator 9, Rv3671c inh 9 and Anthrax LF inh2 -13.
For CCN(CC)S(=O)(=O)c1ccc(N2CCCCC2)c(NC(=O)C2CCN(C(=O)c3ccc(F)cc3)CC2)c1 the results were BoNT F protease -11, PrPC TRFRET -7, CCHF vOTU inh 6, SSB-PriA inh 3, BoNT A protease 1.7, MazF activator 3, Rv3671c inh 1 and Anthrax LF inh2 1.
Screening C=CCN(C1CCCCC1)S(=O)(=O)c1ccc2c(c1)oc(=O)n2C returned BoNT F protease -8, PrPC TRFRET 2, DUSP3 inh 25, CCHF vOTU inh 3, SSB-PriA inh -8, SARS 3CLpro inh -2, BoNT A protease -0.7, MazF activator 1, Rv3671c inh -4 and Anthrax LF inh2 -12.
`CC1(C)CC(NC(=O)CCc2nnc(CCCCc3ccccc3)o2)CCO1` (centres undefined) gave BoNT F protease -4, PrPC TRFRET 5, DUSP3 inh 16, CCHF vOTU inh 10, SSB-PriA inh -9, SARS 3CLpro inh 4, BoNT A protease -0.3, MazF activator 2, Rv3671c inh 3 and Anthrax LF inh2 0.
For CCN1CCN(C(=S)c2ccc([N+](=O)[O-])cc2)CC1 the results were BoNT F protease -7, PrPC TRFRET -26, DUSP3 inh 35, CCHF vOTU inh -5, SSB-PriA inh 3, SARS 3CLpro inh -4, BoNT A protease 0.4, MazF activator 4, Rv3671c inh 3 and Anthrax LF inh2 -2.
For Cc1ccc(C)c(NC(=O)C2CC=CCC2C(=O)O)c1 (centres undefined) the results were BoNT F protease 4, PrPC TRFRET 6, DUSP3 inh -6, CCHF vOTU inh 4, SSB-PriA inh -17, SARS 3CLpro inh 4, BoNT A protease 0.0, MazF activator 2, Rv3671c inh -3 and Anthrax LF inh2 4.
Screening COP(=O)(CC(=O)O)c1ccccc1 (centres undefined) returned BoNT F protease 5, PrPC TRFRET -6, DUSP3 inh 13, CCHF vOTU inh -14, SSB-PriA inh 2, SARS 3CLpro inh 3, BoNT A protease 0.0, MazF activator 5, Rv3671c inh -3 and Anthrax LF inh2 -3.

From PubChem
